Bioassay records as filed in PubChem.
KDM5B inh: Primary screen for KDM5B Histone Demethylases FDH-coupled qHTS. KDM5B demethylase, FDH-coupled NADH fluorescence (FDH is formaldehyde dehydrogenase). Lysine-specific demethylase 5B (Homo sapiens), Q9UGL1. Potency, µM (titrated, usually from 57.7 µM), inactives show at the top dose activity change, negative = inhibition, usual class: inhibitors. 220,000 compounds, 2.6% hits; active means well fitted inhibition curve with a large enough effect; inconclusive means small, poorly fitted or top-dose-only effect; inactive means no such curve, though single readings can be large or run the other way; further: 0% is about no effect; nearly all actives have a fitted effect of over 70% in size
Target sequence (Q9UGL1 whole entry, looked up): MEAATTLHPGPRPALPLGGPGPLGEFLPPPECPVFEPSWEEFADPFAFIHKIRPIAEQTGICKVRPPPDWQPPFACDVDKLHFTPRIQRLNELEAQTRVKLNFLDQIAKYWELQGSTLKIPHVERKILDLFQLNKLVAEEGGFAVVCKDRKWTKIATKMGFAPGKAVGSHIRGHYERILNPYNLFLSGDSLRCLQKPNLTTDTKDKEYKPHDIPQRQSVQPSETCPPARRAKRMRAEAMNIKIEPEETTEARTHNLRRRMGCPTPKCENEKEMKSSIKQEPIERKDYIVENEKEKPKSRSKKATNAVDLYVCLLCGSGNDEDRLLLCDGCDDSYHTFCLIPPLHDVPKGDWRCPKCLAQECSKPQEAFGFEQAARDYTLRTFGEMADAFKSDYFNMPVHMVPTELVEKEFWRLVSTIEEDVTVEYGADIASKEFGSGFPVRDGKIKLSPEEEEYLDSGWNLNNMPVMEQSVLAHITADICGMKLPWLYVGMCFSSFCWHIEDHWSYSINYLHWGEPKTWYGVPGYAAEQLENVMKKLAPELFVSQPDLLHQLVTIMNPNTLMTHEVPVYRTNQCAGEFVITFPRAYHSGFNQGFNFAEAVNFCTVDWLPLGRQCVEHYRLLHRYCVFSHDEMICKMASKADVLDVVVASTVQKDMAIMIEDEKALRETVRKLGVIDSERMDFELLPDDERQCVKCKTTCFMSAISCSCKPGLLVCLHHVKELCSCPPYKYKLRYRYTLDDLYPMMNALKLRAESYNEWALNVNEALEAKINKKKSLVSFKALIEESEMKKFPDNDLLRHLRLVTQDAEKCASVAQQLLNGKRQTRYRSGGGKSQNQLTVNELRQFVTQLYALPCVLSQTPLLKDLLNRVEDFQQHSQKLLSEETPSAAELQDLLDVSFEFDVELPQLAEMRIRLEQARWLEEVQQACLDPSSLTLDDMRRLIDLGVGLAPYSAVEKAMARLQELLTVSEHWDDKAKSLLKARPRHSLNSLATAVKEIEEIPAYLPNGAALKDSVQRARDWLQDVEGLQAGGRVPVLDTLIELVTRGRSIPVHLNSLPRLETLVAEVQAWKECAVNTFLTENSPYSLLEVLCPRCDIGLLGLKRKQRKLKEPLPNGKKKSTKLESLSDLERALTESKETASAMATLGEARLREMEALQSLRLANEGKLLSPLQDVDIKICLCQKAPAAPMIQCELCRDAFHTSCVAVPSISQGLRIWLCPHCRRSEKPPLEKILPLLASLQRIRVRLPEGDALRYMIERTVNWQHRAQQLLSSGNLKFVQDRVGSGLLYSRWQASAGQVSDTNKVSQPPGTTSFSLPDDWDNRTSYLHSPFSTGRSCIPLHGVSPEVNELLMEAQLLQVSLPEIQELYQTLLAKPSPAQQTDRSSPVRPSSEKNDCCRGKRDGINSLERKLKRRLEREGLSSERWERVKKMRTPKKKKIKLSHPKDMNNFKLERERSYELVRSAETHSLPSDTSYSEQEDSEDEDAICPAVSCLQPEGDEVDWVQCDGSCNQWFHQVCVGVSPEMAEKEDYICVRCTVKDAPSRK
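Here, H3K4me3 peptide (12.5 µM in substrate mix) is demethylated by KDM5BΔAP, 200 nM final, after 10 min compound exposure. Formaldehyde product is coupled through FDH (0.25 U/mL in mix) to NADH fluorescence; 30-min ΔRFU feeds dose-response curves.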
* = called active by the depositor; i = inactive; ? = inconclusive; [ ] = another dose, or the depositor's remark. Potency means the concentration at half of the fitted maximal effect. This is a subset; count on the stated rates, not on these rows.

SMILES | KDM5B inh
C[C@H](O)[C@@H]1CN2CCc3c([nH]c4c(-c5ccc6c(c5)OCO6)cccc34)[C@@H]2C[C@@H]1N(C)C(=O)NC1CCCCC1 | ?
Cc1ccc(C(=O)N2CC3CC(C2)[C@H]2CCCC(=O)N2C3)cn1 (stereo partly drawn) | 1%
Cc1ccc(-c2nc(C(=O)N3CCN(c4cc(C)ccc4C)CC3)no2)cc1 | ?
O=C(CCc1nnn2c1CN(C(=O)c1cccc3[nH]ccc13)CC2)N1CCCC1 | 28µM*
COc1cccc(CNC(=O)[C@@H]2C[C@@H](O)CN2C2CCN(C(=O)c3cc(F)cc(F)c3)CC2)c1 | -17%
Cn1c(CC(=O)Nc2ccc(Cl)cc2)nnc1SCC(=O)NC12CC3CC(CC(C3)C1)C2 | 10%
COc1ccc(OC)c(CN2CCCn3nc(C)c(-c4ccnn4C(C)C)c32)c1 | -11%[86.2 µM]
O=C(Cn1c(=O)[nH]c2ccccc2c1=O)N1CCN(c2ccccc2)CC1 | 14%
Cc1ccc(C2CCN(C(=O)Nc3ccc(C)c(C)c3)C2)cc1 (stereo not drawn) | 1%
CC(C)CNC(=O)c1ccc2c(c1)NC(=O)CS2 | 19%

Quoted from the results shown (6 entries):
SMILES | KDM5B inh
Cc1ccc(-c2nc(C(=O)N3CCN(c4cc(C)ccc4C)CC3)no2)cc1 | ?
O=C(CCc1nnn2c1CN(C(=O)c1cccc3[nH]ccc13)CC2)N1CCCC1 | 28µM*
COc1cccc(CNC(=O)[C@@H]2C[C@@H](O)CN2C2CCN(C(=O)c3cc(F)cc(F)c3)CC2)c1 | -17%
Cn1c(CC(=O)Nc2ccc(Cl)cc2)nnc1SCC(=O)NC12CC3CC(CC(C3)C1)C2 | 10%
COc1ccc(OC)c(CN2CCCn3nc(C)c(-c4ccnn4C(C)C)c32)c1 | -11%[86.2 µM]
O=C(Cn1c(=O)[nH]c2ccccc2c1=O)N1CCN(c2ccccc2)CC1 | 14%

Later entries.
SMILES | KDM5B inh
N#Cc1nc(-c2cccc(Cl)c2)oc1N1CCC(C(N)=O)CC1 | i
CCN(CC)C(=O)c1sc2c(c1C)c(=O)n(CCc1ccccc1)c(=O)n2Cc1ccc(C)cc1 | -10%
CCN(CC)S(=O)(=O)c1ccc(N2CCOCC2)c(NC(=O)CC2CCCC2)c1 | -8%
CCc1noc(-c2ccn3c(CNC(=O)c4cccc(OC)c4)nnc3c2)n1 | 28µM*
CC(=O)Nc1cccc(-c2ncc3c(n2)OCCN(Cc2ccccc2)C3=O)c1 | ?
CS(=O)(=O)N1CCCN(c2ccc(=O)n(-c3ccccc3)n2)CC1 | 1%
CCOc1ccc(CNC(=O)c2ccc3c(c2)nc2n3CCCC2)cc1 | -5%
COc1ccccc1Nc1cc(C(=O)NC2CCCC2)c2ccccc2n1 | ?
CS(=O)(=O)Nc1cccc(CNC(=O)CCC2CCCCC2)c1 | 20%
COc1cc(/C=C(\C#N)c2nc3ccccc3[nH]2)ccc1OCc1ccccc1F | ?
CC1CCCCN1S(=O)(=O)c1cccc(C(=O)OCc2nnc(-c3ccc(Cl)cc3)o2)c1 (stereo not drawn) | 5%
COc1cc(F)ccc1-c1cc2c(ccn2C)c(C(=O)NCc2cccnc2)n1 | 40µM*
O=C(c1ccc(Cl)nc1)N1CCCN(c2nc3ncccc3o2)CC1 | -26%
Cc1ccc(-n2nc3cc(C)c(NC(=O)COc4ccccc4)cc3n2)cc1 | -8%
COc1ccccc1NC(=O)CSc1nc(C)cc(C)c1C(=O)Nc1ccccc1 | -2%
CCCc1cc(=O)n2[nH]c(NCc3c(F)cccc3Cl)nc2n1 | ?
COc1ccc(NC(=O)Nc2cccc(C)n2)c(OC)c1 | -1%
CO[C@@H]1CCOC[C@H]1NC(=O)C1CCN(C(=O)c2ccccn2)CC1 | -4%
CC1CN(C(=O)CS(=O)(=O)Cc2ccc(Cl)cc2)CC(C)O1 (stereo not drawn) | -1%
CC1=NOC2(CCN(C(=O)c3ccc4c(c3)OCO4)C2)C1 (stereo not drawn) | -22%[86.2 µM]
CCCOCCCNC(=O)c1c(C)noc1-c1cc(OC)c(OC)c(OC)c1 | 28µM*
O=C(COC(=O)[C@@H]1CCCN1S(=O)(=O)c1ccc(Cl)cc1)Nc1ccc(F)cc1F | 6%
CNC(=O)[C@@H]1C[C@@H](O)CN1C1CCN(C(=O)c2ccc(Cn3nc(C)cc3C)o2)CC1 | -17%
CCn1c(CN(C)C)nnc1C1CCN(C(=O)Cn2nc(C)cc2N)CC1 | ?
Cc1cc(C)cc(C(=O)N2CCC3(CC2)N=C(c2ccc(Cl)cc2)NO3)c1 | ?
O=C(c1ccc(F)cc1)c1ccccc1C(=O)N1CCCC(C(F)(F)F)C1 (stereo not drawn) | 18%
CC(=O)Nc1ccc(CN2CCCCC23Cc2ccccc2CN(C(C)=O)C3)cc1 (stereo not drawn) | 3%[115 µM]
Cc1ccc(NC(=O)C2CCN(C(=O)c3cnn(-c4ccccc4)c3-n3cccc3)CC2)cc1Cl | -12%
CCOc1ccccc1NC(=O)NC(c1ccccc1)c1nnc(-c2ccc(Cl)cc2)o1 (stereo not drawn) | 15%
CN(C(=O)c1ccc(C(F)(F)F)cc1)C1CCc2ccccc21 (stereo not drawn) | -9%[86.2 µM]
Cc1noc(-c2nc(-c3ccccc3C)no2)n1 | -2%
CCCN(CC1CCOC1)C(=O)Nc1ccc(OC)c(F)c1 (stereo not drawn) | -9%
COc1ccc2[nH]c3c(c2c1)CCNC31CCN(C(=O)c2nccn2C)CC1 | ?
O=C(CN1C(=O)NC(c2ccccc2Cl)C2=C1COC2=O)Nc1cccc(C(F)(F)F)c1 (stereo not drawn) | -10%
O=C(Cc1n[nH]c(=O)c2ccccc12)NCc1ccccc1CN1CCCCC1 | -16%
CC(C)Cc1ccc(-c2cnc(CCC(=O)Nc3nccs3)o2)cc1 | 15%
COc1ccc(CCNC(=O)C2CCCCC(=O)N2C)cc1OC (stereo not drawn) | 1%
N#Cc1nc(-c2ccccc2)oc1N1CCN(Cc2ccccc2)CC1 | ?
CCS(=O)(=O)c1ccc2oc(Nc3ccc(OC)cc3)nc2c1 | 16%
CCC(=O)Nc1ccc(C2(C(=O)NCc3ccc(Br)cc3)CCC2)cc1 | -9%
NC(=O)CSc1ncc2c(n1)-c1ccccc1N(Cc1ccc(Cl)cc1)S2(=O)=O | -28%
CCC(=O)N1CCc2cc(CNC(=O)c3ccc(OC)cc3)ccc21 | -27%
Cc1ccccc1-c1nc2scc(CCNC(=O)C(=O)Nc3c(C)cccc3C)n2n1 | -16%
CN1C[C@@H](NC(=O)CC(C)(C)C)C[C@H]1c1nc(Cc2ccccc2)no1 | -6%[86.2 µM]
COC(=O)c1c(NC(=O)c2ccccc2)c2cc(NC3CCOCC3)cnc2n1CC1CCCO1 (stereo not drawn) | 30%
Cc1cc(C)cc(NC(=O)CCN2C(=O)c3ccccc3Sc3ncccc32)c1 | ?
CCC(C(=O)NCC1CCCO1)N(C(=O)CNS(=O)(=O)c1ccccc1)c1ccc(F)cc1 (stereo not drawn) | 12%
COc1ccc(CCNC(=O)C(C)C2CCOCC2)cc1OC (stereo not drawn) | -13%
COc1ccc(-c2nc(C(C)C)nc3c2CCN(C(=O)Cc2ccc(F)cc2)CC3)cc1 | -22%
COCc1ccc2c(c1)c(OC(C)(C)C(=O)NCCCN1CCCC1=O)nn2CCC(C)C | ?

Later entries.
SMILES | KDM5B inh
O=C(O)Cn1nc(C2CCCC2)nc1-c1cccc(Cn2cccn2)c1 | 37%[activator]
C=CCOc1cccc(N)c1 | 5%
Cc1cc(C(=O)N2C[C@@H](Oc3cccnc3)C[C@H]2C(=O)N2CCOCC2)n(C)n1 | 14%
CN(C)c1ccc(C(=O)N2CCN(S(C)(=O)=O)[C@H](C(=O)N[C@H](Cc3c[nH]c4ccccc34)C(N)=O)C2)cc1 | 7%
Cc1nc(C(=O)O)ccc1C#N | 11%
CCOC(=O)C1CCN(C(c2ccc(C)cc2)c2c(O)cc(C)n(CCOC)c2=O)CC1 (stereo not drawn) | -20%
O=C(COC(=O)c1cc(NS(=O)(=O)c2cccs2)ccc1O)Nc1ccccc1 | ?
CCC1CCCN(C(=O)CCn2cnc3c2c(=O)n(C)c(=O)n3C)C1 (stereo not drawn) | -10%
O=C1CN(c2ccc(C(=O)N3C[C@@H](C(=O)O)[C@H](C4CC4)C3)cc2)C(=O)N1 | 3%
CCn1cc(-c2ccc(F)cc2)cc1C(=O)N1CCCCCC1 | -15%

Structures listed above marked active in KDM5B inh.
SMILES | KDM5B inh
O=C(CCc1nnn2c1CN(C(=O)c1cccc3[nH]ccc13)CC2)N1CCCC1 | 28µM*
CCc1noc(-c2ccn3c(CNC(=O)c4cccc(OC)c4)nnc3c2)n1 | 28µM*
COc1cc(F)ccc1-c1cc2c(ccn2C)c(C(=O)NCc2cccnc2)n1 | 40µM*
CCCOCCCNC(=O)c1c(C)noc1-c1cc(OC)c(OC)c(OC)c1 | 28µM*

(continued)
SMILES | KDM5B inh
CC(C)(C)c1nc(C(=O)NCc2cccnc2)n2ccccc12 | 100µM*
CC(C)CN(CCNC(=O)c1cc(-c2ccc(Cl)s2)nc2ccccc12)CC(C)C | ?
COc1ccc(C(=O)N[C@H]2CCN3C(=O)c4cc(Br)ccc4NC(=O)[C@@H]3C2)cc1 | -14%
NS(=O)(=O)c1ccc(NC(=O)Cn2cnc3cc(Cl)ccc3c2=O)cc1 | 7%
CN1CCN(c2ccc3ncc(Nc4cccc(C(F)(F)F)c4)n3n2)CC1 | ?
Cc1cccc(C)c1OCCCOc1ccc(Cl)cc1/C=N/NC(N)=O | 27%
CCC(C)(C)NC(=O)CC(NC(N)=O)c1ccccc1C (stereo not drawn) | 17%
Cc1ccc(OCC(F)(F)F)c(N)c1 | 8%
CCOC(=O)CC(=O)CSc1nc2ccccc2c(=O)n1CCc1ccc(S(N)(=O)=O)cc1 | -28%
CCN(Cc1ccccc1)Cc1c(O)ccc2c(=O)c(-c3ccccc3Cl)c(C(F)(F)F)oc12 | -28%
CCC(=O)N1CCCC1c1nc(CCOCC2CCCC2)no1 (stereo not drawn) | -6%
CC(=O)NCCNC(=O)CCc1ncc(-c2ccc(F)cc2F)o1 | 9%
Cc1nc2cc(Cl)ccc2cc1C(=O)NCc1cccnc1-n1cccn1 | 9%
CC(=O)c1cccc(NC(=O)c2ccc3c(=O)n(-c4ccccc4F)cnc3c2)c1 | 11%
COc1cccc(C(=O)N2CCCCCC2c2nc(C)no2)c1 (stereo not drawn) | 1%
CCOC(=O)C1CCCN(C(=O)Cn2ncc3c(C)n(Cc4ccc(F)cc4)c(C)c3c2=O)C1 (stereo not drawn) | -18%
CC1CCC2(CC1)NC(=O)N(CC(=O)N(C)c1ccccc1)C2=O (stereo not drawn) | 19%
COc1cccc(S(=O)(=O)N2CCC(N3C(=O)[C@H](OC)[C@@H]3c3ccncc3)CC2)c1 | 45%[activator]
COc1ccc(CCNC(=O)CCN2N=C(c3ccccc3)CCC2=O)cc1OC | -32%
Cc1cccc(C)c1NC(=O)C1CCCN(S(=O)(=O)c2c(C)noc2/C=C/N(C)C)C1 (stereo not drawn) | -9%

3 of the entries above in order of the KDM5B inh value, high to low.
SMILES	KDM5B inh
CC1CCC2(CC1)NC(=O)N(CC(=O)N(C)c1ccccc1)C2=O (stereo not drawn)	19%
COc1cccc(C(=O)N2CCCCCC2c2nc(C)no2)c1 (stereo not drawn)	1%
CCOC(=O)C1CCCN(C(=O)Cn2ncc3c(C)n(Cc4ccc(F)cc4)c(C)c3c2=O)C1 (stereo not drawn)	-18%

Next section
SMILES | KDM5B inh
CCn1c2ccccc2c2cc(C(=O)N3CCCCCCNC(=O)CC3)ccc21 | ?
COc1ccc(NS(=O)(=O)c2cc(C(=O)N3CCCCCC3)cs2)c(OC)c1 | 14%
Cc1cc(C)n(-c2ncnc3scc(-c4ccccc4)c23)n1 | ?
Cc1noc(C)c1CN1CCc2nc(C(=O)NCc3ccccc3)oc2CC1 | -41%[86.2 µM]
Cc1ccc(S(=O)(=O)NC(C)c2cccs2)cc1 (stereo not drawn) | 21%
CS(=O)(=O)N1CCC(NS(=O)(=O)c2ccc(F)cc2)CC1 | 12%
COc1cc(OC)c2c(C)c(CC(=O)NCCc3ccc(F)cc3)c(=O)oc2c1 | i
COc1cc2c(cc1OC)n(CC(=O)c1ccc(F)cc1)c(=O)n1nc(CCn3nc(C)cc3C)nc21 | 15%
CCCCNc1nc(Oc2ccc(=O)n(C)n2)nc(N2CCOCC2)n1 | -12%
CC(Sc1nnc(N2CCCC2)n1-c1cccc(Cl)c1)c1nc(-c2ccco2)no1 (stereo not drawn) | -5%
Cc1cccc(S(=O)(=O)c2cn(C)c3cc(N4CCN(c5ccc(F)cc5)CC4)c(F)cc3c2=O)c1 | -25%
CCCCNC(C(=O)c1c[nH]c2ccccc12)c1ccccc1 (stereo not drawn) | -28%
CC(C)(C)OC(=O)N1CCC(c2c(C(=O)N3CCN(c4ccccc4F)CC3)cnn2-c2ccccc2Cl)CC1 | 5%
CC(=O)NCCNC(=O)C[C@@H]1CCNC[C@@H]1Cc1cc(-c2ccccc2)on1 | 34%[86.2 µM]
O=C1CN(C(=O)c2ccc(S(=O)(=O)N3CCCCC3)cc2)C(c2ccc(F)cc2)c2cc(Br)ccc2N1 (stereo not drawn) | -17%
Cc1cc(C)c(NC(=O)c2sc3nc(C)cc(C)c3c2N)c(C)c1 | 190%[activator]
COCC(=O)N1CCCC(c2cc(N3CCOCC3)nc(C)n2)C1 (stereo not drawn) | 37%
CCOc1ccc(C(=O)Nc2ccc3nc(Nc4cccc(C(F)(F)F)c4)cc(C)c3c2)cc1OCC | 13%
Cc1ccc(CNC(=O)C2CCCN(c3cnn(Cc4ccccc4)c(=O)c3)C2)o1 (stereo not drawn) | -14%
